Tau FP inhib: tau fibrillization inhibition (FP); K18 P301L tau heparin fibrillization, Alexa594 FP, 6 h; Potency, µM (highest dose often 57.7 µM), inactives show at the top dose activity, negative = inhibition, most hits filed as inhibitors; AID 1468; P10636; 280,000 compounds, 0.39% hits; further: on the % scale 0 is the no-effect control and ±100 the full control effect; nearly all actives have a fitted effect of over 55% in size
Target sequence (P10636 561-689 P618L limits assumed): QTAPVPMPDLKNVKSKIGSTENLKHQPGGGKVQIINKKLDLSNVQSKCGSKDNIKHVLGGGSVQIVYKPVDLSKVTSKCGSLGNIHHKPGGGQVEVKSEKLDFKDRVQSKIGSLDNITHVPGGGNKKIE
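Quantitative HTS format: compounds meet 15 uM recombinant K18 P301L tau and Alexa 594-tau tracer in 100 mM sodium acetate pH 7; 20 uM heparin triggers fibrillization at 37 C over 6 hr; FP gives the signal.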
aGal spleen mod: inhibitors or activators of human alpha-galactosidase in spleen homogenate; human spleen homogenate, 4MU-alpha-Gal fluorescence, 40 min; 240,000 compounds, 0.008% hits; P06280; Potency, µM (highest dose often 80 µM), for inactives: top-dose activity change, negative = inhibition, usual class: inhibitors;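 further: 0% = enzyme with vehicle and -100% = no enzyme basal signal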
Target sequence (P06280 32-429 limits assumed): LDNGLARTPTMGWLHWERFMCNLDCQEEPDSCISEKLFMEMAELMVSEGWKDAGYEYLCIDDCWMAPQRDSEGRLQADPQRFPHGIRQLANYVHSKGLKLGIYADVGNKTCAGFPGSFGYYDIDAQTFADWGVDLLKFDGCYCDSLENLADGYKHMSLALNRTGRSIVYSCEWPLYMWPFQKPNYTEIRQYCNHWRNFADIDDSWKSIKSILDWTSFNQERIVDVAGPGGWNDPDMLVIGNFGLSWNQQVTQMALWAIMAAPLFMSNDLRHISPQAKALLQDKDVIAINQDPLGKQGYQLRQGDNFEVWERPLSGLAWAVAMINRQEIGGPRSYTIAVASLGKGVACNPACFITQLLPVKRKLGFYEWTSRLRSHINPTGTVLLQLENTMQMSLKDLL
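Human spleen homogenate (1 ug) was the enzyme source, with 4-methylumbelliferyl-alpha-D-galactopyranoside (1 mM final) in pH 5.0 citrate buffer with 0.01% Tween-20. Compounds were titrated; after 40 min at 37C, NaOH/glycine stop, 4-MU fluorescence read; AC50 from Hill fits.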
Tau fluor counter: counter-screen for tau fibril formation inhibitors | tau K18 P301L Alexa594 fluorescence, heparin fibrillization | 280,000 compounds, 0.93% hits | AID 1463 | Potency, µM (titrated, usually from 57.7 µM), for the others: at the top dose activity change, negative = decrease; further: on the % scale 0 is the no-effect control and ±100 the full control effect; nearly all actives have a fitted effect of over 55% in size
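Human K18 P301L tau (15 uM unlabeled plus 0.24 uM Alexa 594-labeled, final) in 100 mM sodium acetate pH 7 was mixed with compound and 20 uM heparin and incubated 6 hr at 37 C.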
GAA inhib: inhibitors of human lysosomal alpha-glucosidase. Potency, µM (series often up to 76.9 µM), for inactives: top-dose activity change, negative = inhibition, actives largely listed as inhibitors. purified human GAA, 4-MU-alpha-glucoside fluorescence. 200,000 compounds, 0.005% hits. P10253;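 further: plate controls were uninhibited enzyme wells for no effect and no-enzyme background for full effect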
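Fluorescence at Ex 365/Em 440 nm from 4-methylumbelliferone reported enzyme activity after 20 min at room temperature. Reactions used 4 nM enzyme and 400 uM substrate at pH 5.0; curves fitted with the Hill equation.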
aGlu spleen mod: inhibits or activates alpha-glucosidase in human spleen homogenate; Potency, µM (titrated, usually from 79.9 µM), inactives show at the highest dose activity change, negative = inhibition, actives largely listed as inhibitors; P10253; AID 2112; 240,000 compounds, 0.006% hits; human spleen homogenate, 4-MU-alpha-glucoside fluorescence;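 further: 0% = enzyme with vehicle and -100% = no enzyme basal signal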
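Human spleen homogenate (1 ug) with 4-methylumbelliferyl-alpha-D-glucopyranoside (1 mM final) in 50 mM citrate/phosphate pH 5.0, 0.01% Tween-20; 40 min at 37 C. Stopped at pH 10; 4-MU fluorescence Ex 365/Em 440 nm; AC50 by Hill fit.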
GAA glycogen mod: GAA glycogen-cleavage inhibition or activation. Potency, µM (titrated, usually from 76.4 µM), for the others: at the highest dose activity change, negative = inhibition, most hits filed as inhibitors. recombinant GAA, glycogen substrate, Amplex Red glucose oxidase fluorescence. AID 2100. 300,000 compounds, 0.38% hits;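 further: 0% = full enzyme reaction and -100% = no-enzyme basal signal; the screen sought inhibitors and activators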
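Recombinant human enzyme (4 nM); glycogen substrate; 37 C, 40 min, pH 5.0. Readout: coupled glucose oxidase/Amplex Red fluorescence.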
HTT ATP protect: protects HTT-Q103 PC12 cells, measured by ATP; PC12 HTT-Q103 induced, cytoprotection, ATP luminescence, 40 h; Potency, µM (top dose mostly 56.4 µM), for the others: cytoprotection (ATP increase), most hits filed as activators; 230,000 compounds, 0.14% hits;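 further: % of control where 0% means no effect; nearly all actives have a fitted effect of over 45% in size; toxic huntingtin expression switched on by the ecdysone agonist tebufenozide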
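Readout: ATPlite luminescence (ATP level). Model: stable PC12, inducible Htt exon1 Q103-GFP. Inducer: tebufenozide, 100 nM final. Compounds: dose series. No G418 in medium.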
Tau ThT inhib: blocks human tau fibril formation measured by thioflavin T; P10636; recombinant tau K18 P301L (four-repeat tau fragment), heparin-induced fibrillization, ThT fluorescence; Potency, µM (doses to about 57.4 µM), for the others: top-dose activity, negative = inhibition, actives largely listed as inhibitors; 270,000 compounds, 2.1% hits; further: on the % scale 0 is the no-effect control and ±100 the full control effect; nearly all actives have a fitted effect of over 55% in size
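Heparin-induced (20 uM) aggregation of recombinant human K18 P301L tau, 15 uM unlabeled with 0.24 uM labeled, pH 7 acetate buffer, 6 hr at 37 C with compound. Fibrils quantified by 30 uM ThT fluorescence after 1 hr ambient incubation.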
An asterisk follows results filed as active; ? = inconclusive; . = not tested or not shown; [ ] = another dose, or the depositor's remark. The call rests on the fitted dose curve; in most records, active means well fitted curve in the direction sought with a large enough effect; inconclusive means small, poorly fitted or top-dose-only effect, or another doubt; inactive means no such curve, though single readings can be large; an effect the other way counts as inactive or inconclusive. Potency means the concentration at half of the fitted maximal effect.

SMILES | Tau FP inhib | aGal spleen mod | Tau fluor counter | GAA inhib | aGlu spleen mod | GAA glycogen mod | HTT ATP protect | Tau ThT inhib
Cc1onc(-c2ccccc2Cl)c1C(=O)Nc1cnn(Cc2ccccc2)c1 | 5% | 0% | -1% | -21% | -4% | 2% | 14%[10 µM] | 3%
O=[N+]([O-])C(=C1Nc2ccccc2N1)/C(Cl)=C(/Cl)Br | ? | 6% | -22% | -2% | -1% | 3% | . | ?
COc1ccc(Nc2ccc(N3C(=O)CC(C)C3=O)cc2[N+](=O)[O-])cn1 (stereo not drawn) | 1% | -17% | -9% | 0% | 3% | 2% | -40%[inhibitor] | ?
Cc1cc(C)c(-c2cc(NC(=O)CSc3n[nH]c(N)n3)n(-c3ccccc3)n2)cc1C | -16% | -2% | ? | -8% | -14% | -6% | -7% | -8%
Cc1ccc(NC(=O)COC(=O)/C=C/c2cccs2)c(C)c1 | 7% | 3% | -2% | 11% | 3% | -1% | . | -5%
COc1ccc(NC(=O)COc2ccccc2C#N)c(S(=O)(=O)N2CCCCC2)c1 | -6% | 6% | -13% | -8% | 2% | -5% | -9%[10 µM] | -9%
CCOC(=O)C1(Cc2cccc(Cl)c2)CCCN(C2CCN(C(C)=O)CC2)C1 (stereo not drawn) | 15% | 4% | -6% | -11% | 4% | -3% | 13%[10 µM] | -9%
CCOC(=O)C1(c2ccccc2)NC(c2ccccc2C)C2C(=O)N(c3ccc4c(c3)OCO4)C(=O)C21 (stereo not drawn) | 10% | 3% | -8% | -20% | 0% | -4% | -2%[10 µM] | -11%
COc1ccc(OC)c(C2=NOC(C(=O)Nc3cc(C)on3)C2)c1 (stereo not drawn) | ? | 1% | -6% | . | -9% | 12% | 6%[10 µM] | -2%
O=C(c1ccc(CS(=O)(=O)c2c(Cl)cccc2Cl)o1)N1CCCC1 | 3% | -3% | -13% | -6% | 3% | 1% | -6% | -8%
COc1ccccc1C1C2=C(CC(C)(C)CC2=O)Nc2nnnn21 (stereo not drawn) | 9% | 3% | -3% | 6% | -4% | 1% | 5%[10 µM] | -3%
Cc1cccc(NC(=O)Nc2cc(C)cc(C)n2)c1 | 0% | 11% | -2% | 3% | 0% | -1% | 0%[10 µM] | 6%
CC(=O)Nc1nonc1-c1nnc(SCC(=O)Nc2ccccc2Cl)n1C | 2% | . | 6% | . | . | -2%[76.3 µM] | . | 7%
Cc1ccc(N2C(=O)NC(C(F)(F)F)(C(F)(F)F)C3=C2CC(C)(C)CC3=O)cc1 | 7% | -1% | 2% | -2% | -4% | -9% | . | 1%
O=C(O)c1cc(Br)ccn1 | 5% | 2% | 1% | 5% | 5% | -5% | -12% | 1%
O=C(O)c1cc(-c2ccc(Cl)cc2)n[nH]1 | 3% | -3% | 8% | -4% | -7% | -3% | -14% | 7%
COCCNC(=O)c1snc2ccc(Cl)cc12 | 13% | 5% | 20% | -2% | 0% | 6% | 0% | 12%
CN(C)S(=O)(=O)c1ccc(C(=O)Nc2cc(S(=O)(=O)Nc3ccccc3Cl)ccc2N2CCCCC2)cc1 | 0% | -4% | -12% | -19% | -4% | -2% | 13%[10 µM] | -2%
CC(=O)c1cccc(N(CC(=O)NCC2CCCO2)C(=O)CCC(=O)Nc2cc(C)on2)c1 (stereo not drawn) | -7% | 3% | -14% | -9% | 2% | 11% | -7%[10 µM] | -15%
CCCn1c(=O)[nH]c2ccccc21 | 9% | -8% | -11% | -2% | -3% | 3% | -45%[inhibitor] | -10%
COc1ccc(CC(=O)Nc2nc(-c3ccncc3)cs2)cc1 | 3% | -3% | -19% | -7% | 4% | -3% | -22% | ?
CC(=O)c1ccc(NS(=O)(=O)c2ccc(N)cc2)cc1 | -3% | 1% | -4% | 5% | 3% | 4% | . | -2%
CCCc1oc2c(c(=O)c1CC)C(=O)CC(C)(C)C2 | 1% | -12% | -2% | 1% | -11% | 2% | -5%[10 µM] | -6%
Cc1ccccc1Nc1c(-c2cccnc2)nc2ccc(Cl)cn12 | 6% | . | -13% | . | . | ? | . | -4%
COc1ccc(CCN(Cc2cccs2)S(=O)(=O)c2ccc(S(=O)(=O)N3CCC(C)CC3)cc2)cc1OC | 6% | 9% | -4% | 3% | 4% | -4% | 9%[10 µM] | -3%

Complete entries, looked up by structure. Order of screens: Tau FP inhib	aGal spleen mod	Tau fluor counter	GAA inhib	aGlu spleen mod	GAA glycogen mod	HTT ATP protect	Tau ThT inhib
COc1ccccc1C1C2=C(CC(C)(C)CC2=O)Nc2nnnn21 (stereo not drawn) is listed as 9%	3%	-3%	6%	-4%	1%	5%[10 µM]	-3%
COc1ccc(OC)c(C2=NOC(C(=O)Nc3cc(C)on3)C2)c1 (stereo not drawn) is listed as ?	1%	-6%	.	-9%	12%	6%[10 µM]	-2%
O=C(O)c1cc(Br)ccn1 is listed as 5%	2%	1%	5%	5%	-5%	-12%	1%

Returning to the listing, starting three compounds before the break.
SMILES | Tau FP inhib | aGal spleen mod | Tau fluor counter | GAA inhib | aGlu spleen mod | GAA glycogen mod | HTT ATP protect | Tau ThT inhib
CCCc1oc2c(c(=O)c1CC)C(=O)CC(C)(C)C2 | 1% | -12% | -2% | 1% | -11% | 2% | -5%[10 µM] | -6%
Cc1ccccc1Nc1c(-c2cccnc2)nc2ccc(Cl)cn12 | 6% | . | -13% | . | . | ? | . | -4%
COc1ccc(CCN(Cc2cccs2)S(=O)(=O)c2ccc(S(=O)(=O)N3CCC(C)CC3)cc2)cc1OC | 6% | 9% | -4% | 3% | 4% | -4% | 9%[10 µM] | -3%
CCOC(=O)C1CCCN(C(=O)c2cc3nc(-c4ccc5c(c4)OCO5)cc(C(F)(F)F)n3n2)C1 (stereo not drawn) | 9% | 4% | -8% | 1% | -1% | -17% | -11% | -17%
COc1ccc2c(CC(=O)OCC(=O)NC(N)=O)coc2c1 | 4% | 5% | -4% | -14% | -2% | 6% | -7%[10 µM] | -11%
Cc1ccc(NC(=O)CCSc2nnc3ccccn23)cc1 | 0% | -2% | -5% | 2% | -9% | -7% | -3% | -13%
Cc1cccc(-c2nnc(SCC#N)n2-c2cccc(Cl)c2)c1 | -9% | 2% | -6% | -5% | 4% | 1% | 8%[1.9 µM] | -13%
O=C(Nc1ccccc1Cl)c1cc(S(=O)(=O)N2CCCCC2)ccc1N1CCOCC1 | 3% | -5% | -12% | -4% | -16% | -15% | -7% | -5%
COc1ccc(CCNC2CC(=O)N(CCc3ccc(OC)c(OC)c3)C2=O)cc1OC (stereo not drawn) | -2% | -8% | -2% | -4% | -5% | 7% | -11% | -15%
Cn1ccnc1C1CCCCN1Cc1nc(-c2ccc(Cl)cc2)no1 (stereo not drawn) | -5% | 2% | 1% | 1% | -3% | 21% | -5%[10 µM] | -5%
N#Cc1c(N)n(CCNC(=O)c2ccc(Cl)cc2)c2nc3ccccc3nc12 | -1% | ? | -17% | ? | 7% | 0% | -5%[10 µM] | -14%
Cc1cc(C)nc(N/N=C/C2=C(N3CCOCC3)C(=C\c3ccc(Cl)cc3)/CC2)n1 | -9% | 6% | -12% | 1% | 4% | ? | 2%[10 µM] | 11µM*
NC(=O)c1ccsc1N | 32µM* | 1% | -25% | 7% | -2% | -20% | 3%[10 µM] | 20µM*
Cc1ccc(C(C)C)cc1OCCCCN1CCCC1 | -2% | -2% | -7% | -5% | -9% | -1% | . | -9%
C=CCOn1c(=O)c(=O)n(OCc2ccccc2)c2ccccc21 | 11% | 10% | 8% | -3% | -7% | 5% | -4% | 1%
O=C(NCCc1nc2ccccc2n1CCOc1ccc(Cl)cc1)C1CCCCC1 | 18% | . | -1% | . | . | -15%[76.3 µM] | . | ?
C=CCOC(=O)COc1ccc2c(C)c(CC)c(=O)oc2c1 | -2% | -2% | -5% | 3% | -10% | -1% | -9%[10 µM] | -18%
Cn1nc(-c2ccccc2)c2nc3ccccc3nc21 | -10% | 0% | -10% | 3% | 5% | -1% | 2% | ?
CCCNS(=O)(=O)c1ccc2c(c1)CCCN2C(C)=O | 0% | -9% | -6% | 4% | -2% | -11% | -1% | -8%
CC1(C)CC(O)C(CCC(O)c2ccccc2)C(C)(C)N1 (stereo not drawn) | 5% | 1% | -4% | 3% | 3% | 5% | ? | -7%
Cc1ccc(N2CCN(C(=S)c3ccc(-c4ccccc4[N+](=O)[O-])o3)CC2)cc1 | -4% | 9% | ? | . | 3% | -8% | 14%[10 µM] | ?
Cc1cnc(C(=O)Nc2ccc(N3CCOCC3)cc2)cn1 | 1% | -1% | -7% | 0% | 1% | 3% | 9%[10 µM] | ?

An excerpt taken from the entries so far, as a working copy:
SMILES | Tau FP inhib | aGal spleen mod | Tau fluor counter | GAA inhib | aGlu spleen mod | GAA glycogen mod | HTT ATP protect | Tau ThT inhib
Cc1ccc(N2CCN(C(=S)c3ccc(-c4ccccc4[N+](=O)[O-])o3)CC2)cc1 | -4% | 9% | ? | . | 3% | -8% | 14%[10 µM] | ?
Cc1cnc(C(=O)Nc2ccc(N3CCOCC3)cc2)cn1 | 1% | -1% | -7% | 0% | 1% | 3% | 9%[10 µM] | ?

From PubChem
